Source: PubChem BioAssay
MgcRacGAP inhibition – MgcRacGAP GTPase-activating activity inhibitors, confirmation, biochemical, ADP Hunter fluorescence. MgcRacGAP-stimulated Rac1 GTP hydrolysis, ADP Hunter fluorescence; higher % means a stronger effect; GST-tagged Rac1 F28L mutant substrate. one-dose inhibition, % at 30 µM; IC50 in µM for titrated hits. hit rate 0.6% among 340,000. AID 624330;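 active = first-screen hits whose inhibition reached a set limit at any dose in the follow-up dose series; inconclusive = inhibition above the set first-screen limit but never retested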;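 also: fluorescence reports GDP produced by GAP-driven GTP hydrolysis; strong numbers were not always called active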
Large T inhibition – TAg ATPase/helicase activity blockers – biochemical (AID 1903). SV40 large T antigen ATPase/helicase inhibition assay; higher % means a stronger effect. inhibition, % at 20 µM; hits with a dose series show IC50 in µM. hit rate 0.39% among 310,000; in the data active = a potency from the dose series; inconclusive = inhibition mostly from about 32% at the one dose, without a potency; inactive = the rest, 99 in 100 with inhibition below about 32%; also: strong numbers were not always called active
GPR55 LPI antagonism – GPR55 antagonists blocking LPI-driven arrestin recruitment, primary screen, imaging, U2OS, beta-arrestin-GFP, LPI agonist (AID 2013); inhibition, % at 10 µM; hits with a dose series show IC50 in µM; hit rate 0.13% among 290,000; U2OS GPR55 beta-arrestin-GFP translocation imaging, LPI antagonism; higher % means a stronger effect;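 active = spots per cell inhibited over 60%, with over 100 cells counted and total cytoplasm intensity under 500,000; inconclusive = wells with under 100 cells, flagged as likely toxic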;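 also: U2OS cells stably carrying GPR55 and arrestin-GFP stimulated by 5 µM LPI near EC80; imaged beta-arrestin-GFP aggregate spots per cell after agonist stimulation; plate controls were LPI-stimulated DMSO wells for no effect and DMSO wells without LPI for full effect; some results filed as inactive read as strong as hits; confirmed hits need IC50 under 10 µM and bright autofluorescent wells are also inconclusive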
NOD1 inhibition – NOD1 signaling inhibitors, primary screen, cell-based, luminescence, uHTS (AID 1578); NOD1-driven NF-kB luciferase reporter cells, luminescence; higher % means a stronger effect; one-dose inhibition, % at 4 µM; EC50 in µM for titrated hits; hit rate 1% among 290,000; in the data active = inhibition mostly above about 36%, no sharp cut-off; inactive = mostly below about 34%;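 also: HEK-293T reporter cells stimulated with the NOD1 agonist gamma-tri-DAP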
KOR beta-arrestin-1 – KOR agonists, beta-arrestin recruitment, primary screen, cell-based, luminescence, uHTS (AID 1777); KOR beta-arrestin recruitment, luminescence; higher % means a stronger effect; activation, % at 10 µM; hits with a dose series show EC50 in µM; hit rate 0.02% among 280,000; in the data active = activation above about 50%, passing the limit was not always enough; also: a part of the inactive calls stands beside numbers as strong as those of hits
GPR55 activation – selective activators of receptor GPR55 – imaging, U2OS cells, beta-arrestin-GFP redistribution, primary screen (AID 1961) | U2OS GPR55 beta-arrestin-GFP redistribution imaging; higher % means a stronger effect | one-dose activation, % at 10 µM; EC50 in µM for titrated hits | hit rate 0.048% among 290,000;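 active = activation above 40% with more than 50 cells counted in the well; inconclusive = wells holding fewer than 50 cells, flagged as toxic or sparse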;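 also: U2OS osteosarcoma cells stably expressing GPR55 and beta-arrestin-GFP; plate controls were DMSO negative control for no effect and LPI positive control for full effect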
HEK293 NOD2/NF-kB – inhibition of NOD2-driven NF-kB reporter – cell-based, luminescence, uHTS, HEK293 (AID 1566). HEK293 NOD2/NF-kB luciferase reporter, luminescence; higher % means a stronger effect. inhibition, % at 4 µM, or EC50 in µM where a hit was titrated. hit rate 0.63% among 290,000; also: many of its hits are not listed in these tables
KOR beta-arrestin-2 – kappa opioid receptor blockers – cell-based, luminescence, uHTS (AID 1778) | KOR beta-arrestin recruitment, luminescence, antagonist mode; higher % means a stronger effect | one-dose inhibition, % at 10 µM; IC50 in µM for titrated hits | hit rate 0.091% among 290,000; also: strong numbers were not always called active
HIV fusion peptide – cell-free HIV fusion peptide-binding blockers – biochemical, uHTS, fluorescence dequenching, primary screen (AID 1986); hit rate 0.3% among 290,000; one-dose inhibition, % at 20 µM; IC50 in µM for titrated hits; cell-free peptide binding, fluorescence dequenching, 30 min; higher % means a stronger effect; in the data active = inhibition mostly above about 52%, no sharp cut-off; inactive = mostly below about 76%; also: some results filed as inactive read as strong as hits
Active calls of the source: *; u = inconclusive; x = not tested or not shown; & = joins results of further samples; [ ] = dose if it differs, or a comment. Rule as the data show it, unless noted: active = inhibition above about 50%; inactive = the rest. Some of the compounds tested; rates above refer to the full screens.

SMILES	MgcRacGAP inhibition	Large T inhibition	GPR55 LPI antagonism	NOD1 inhibition	KOR beta-arrestin-1	GPR55 activation	HEK293 NOD2/NF-kB	KOR beta-arrestin-2	HIV fusion peptide
COc1cc(NC(=O)COC(=O)CC(C)(C)C)c(C)cc1[N+](=O)[O-]	14%	2%	2%	-6%	0.0%	-0.4%	4%	-8%	0.6%
CC(C)NC(=O)/C(=C/c1ccco1)c1ccccc1	0%	3%	17%	3%	3.5%	-0.1%	10%	1%	0.2%
Cc1ccc2c(CSc3nnc(C4CC4)n3N)cc(=O)oc2c1	9%	11%	9%	14%	-2.1%	-0.2%	5%	16%	8.2%
CCOC(=O)C1CCCN(C(=O)c2cn(C)c3ccc(S(=O)(=O)N(C)C)cc3c2=O)C1 (configuration not stated)	-2%	-1%	-8%	2%	-2.5%	-0.1%	4%	21%	3.0%
CCN1CCc2c(sc(NC(=O)Nc3ccc(Cl)c(Cl)c3)c2C(N)=O)C1	6%	18%	u	-7%	3.5%	-0.1%	-5%	-34%	151%
Cc1cc(C)n(CC2CC(=O)N(c3ccc(F)c(Cl)c3)C2=O)n1 (configuration not stated)	6%	2%	-9%	-21%	1.3%	0.0%	14%	-56%	0.4%
CCC1CCCCN1CCCCOc1cccc(Cl)c1 (configuration not stated)	31%	5%	8%	6%	-1.5%	-0.1%	-29%	-26%	3.4%
CCc1ccc(-n2cccc2/C=C2/C(=N)N3C(=NC2=O)SN=C3S(C)(=O)=O)cc1	27%	25%	9%	1%	-2.9%	-0.5%	6%	-40%	75%*
O=[N+]([O-])c1ccccc1S(=O)(=O)Oc1ccc(/C=N/n2cnnc2)cc1	4%	6%	-3%	2%	-3.5%	0.2%	20%	x	3.8%
O=C(NCc1ccccn1)c1c(O)c2cccc3c2n(c1=O)CC3	6%	5%	2%	-70%	-3.4%	0.1%	-6%	-5%	-1.4%
O=C(CCN1C(=O)c2cccnc2C1=O)NC1CCCCCC1	3%	-2%	-9%	-14%	-0.7%	-0.2%	-1%	-34%	-1.4%
CC(C)NC(=S)Nc1ccc(S(=O)(=O)Nc2ncccn2)cc1	-5%	7%	4%	2%	2.7%	1.1%	29%	x	0.7%

Some entries already given, showing only GPR55 activation and Large T inhibition:
Structure | GPR55 activation | Large T inhibition
Cc1ccc2c(CSc3nnc(C4CC4)n3N)cc(=O)oc2c1 | -0.2% | 11%
CCC1CCCCN1CCCCOc1cccc(Cl)c1 (configuration not stated) | -0.1% | 5%

(next part)
SMILES	MgcRacGAP inhibition	Large T inhibition	GPR55 LPI antagonism	NOD1 inhibition	KOR beta-arrestin-1	GPR55 activation	HEK293 NOD2/NF-kB	KOR beta-arrestin-2	HIV fusion peptide
CC(=O)c1ccc(NC(=S)N2CC(C)CC(C)C2)cc1 (configuration not stated)	-6%	14%	1%	-34%	-0.6%	0.2%	7%	10%	0.9%
Nc1cc(N)nc(SCC(=O)N2CCN(C(=O)c3ccco3)CC2)n1	-1%	2%	2%	-18%	-1.2%	-0.1%	4%	-99%	3.3%
COC(=O)C1CCN(C(=O)Cc2ccc(OC)c(OC)c2)CC1	0%	-2%	2%	-20%	2.1%	-0.1%	8%	-13%	0.2%
O=C(Nc1ccc(Cl)c(Cl)c1)N1CCOCC1	x	-1%	2%	-3%	-3.7%	1.1%	8%	6%	-1.0%
O=C(CSCc1nc2scc(-c3cccs3)c2c(=O)[nH]1)Nc1ccccn1	8%	4%	0%	-8%	1.7%	0.2%	-1%	-30%	4.9%
O=S(=O)(NCc1cccs1)c1cccc2cccnc12	-1%	2%	6%	x	0.3%	-0.3%	10%	-21%	0.6%
Cc1ccc(C)c(NC(=O)C2CC(O)CN2C(=O)OC(C)(C)C)c1 (configuration not stated)	7%	1%	5%	21%	-1.6%	0.0%	11%	-29%	-0.1%
CC(=O)Nc1ccc(N/C=C/C(=O)C(C)(C)C)cc1	7%	u	5%	-17%	-6.0%	0.0%	11%	-11%	-0.4%
COc1ccc(Br)c(OC)c1C(=O)NC(=O)Nc1nc(C)cc(C)n1	1%	4%	-4%	0%	3.5%	-0.2%	5%	14%	1.8%
O=C(Nc1cccnc1)c1ccccc1F	7%	5%	10%	-2%	-0.3%	-0.3%	7%	-17%	1.5%
Cn1c(CCN2CCCCC2)nc2cc(NC(=O)NC3CCCCC3)ccc21	1%	12%	-11%	4%	3.8%	0.1%	16%	12%	54%
Cc1ccc(-c2nnc(Nc3ccc(C(N)=O)cc3)c3ccccc23)cc1S(=O)(=O)NCC1CCCO1 (configuration not stated)	10%	8%	4%	-6%	-2.1%	0.0%	26%	-3%	0.4%
Cc1oc2c(c(=O)c1C)C(=O)CC(c1ccccc1)C2 (configuration not stated)	-1%	-3%	-1%	-16%	5.3%	-0.2%	2%	-21%	0.6%
Cc1ccc(-c2noc(-c3ccoc3C)n2)cc1	8%	15%	-7%	-40%	-2.7%	-0.1%	-52%	-46%[20 µM]	0.0%
CC(=O)Nc1ccc(NC(=O)C(C)OC(=O)CN(C)S(=O)(=O)c2ccc(Cl)cc2)cc1 (configuration not stated)	-2%	16%	6%	-25%	-7.8%	-0.1%	7%	-1%	-0.5%
COc1ccc(C2=NN(C(=O)CSc3nc4ccccc4s3)C(c3ccc(F)cc3)C2)cc1 (configuration not stated)	6%	0%	8%	-6%	7.8%	-0.5%	-7%	36%	0.2%
Cc1cccc(C(=O)NCC(=O)OCC(=O)N2CC3(C)CC2CC(C)(C)C3)c1 (configuration not stated)	1%	12%	-12%	-17%	-0.2%	-0.1%	4%	17%	1.4%
CC(C)Oc1ccc(CC2CCC(=O)N(C)C2=O)cc1 (configuration not stated)	9%	0%	9%	0%	7.5%	0.1%	18%	-26%	-1.5%
COc1cc(CNCc2ccccn2)ccc1OCc1ccc(Cl)c(Cl)c1	6%	5%	4%	-44%	0.6%	-0.2%	-45%	-17%	-0.6%
O=C(COC(=O)c1n[nH]c2ccccc12)c1cc(F)ccc1F	6%	5%	2%	-26%	-2.4%	-0.2%	5%	-20%	1.2%
CC1CCCN(S(=O)(=O)c2coc(C(N)=O)c2)C1 (configuration not stated)	2%	22%	4%	6%	-4.8%	0.0%	25%	4%	2.1%
COC(=O)c1ccccc1NC(=O)C1CC(=O)N(c2ccc(C)c(C)c2)C1 (configuration not stated)	-2%	16%	14%	-20%	11%	-0.1%	-4%	-26%	-2.3%
CCN(CC)c1ccc(/C=N/Nc2nc(C)cc(C)n2)cc1	x	34%	8%	3%	0.0%	-0.3%	2%	14%	-0.8%
COCCNS(=O)(=O)c1cc(OC)c(Cl)cc1Cl	x	10%	-13%	-17%	-1.5%	-0.1%	-2%	26%	-1.7%
CC(C)c1ccc(S(=O)(=O)N2CCN(C(=O)c3ccc(N4CCCC4)c([N+](=O)[O-])c3)CC2)cc1	2%	-17%	7%	4%	2.8%	-0.2%	11%	-4%	-3.0%
Cc1cc(NC(=O)Cn2nc(C)c([N+](=O)[O-])c2C)no1	14%	13%	9%	-29%	-1.2%	0.2%	15%	-21%	-3.8%
Cc1ncc([N+](=O)[O-])n1CCOC(=O)c1cc(Cl)cc(Cl)c1N	7%	3%	9%	-23%	9.7%	-0.3%	-2%	-24%	16%
CC(C)(C)c1ccc(OCC(=O)O)cc1	-5%	7%&0%	-5%&-5%	-10%&0%	1.2%&5.9%	-0.1%&-0.1%	-1%&-14%	14%&-15%	-0.7%&-0.4%
Cc1cccc(-c2nc(CN3CCN(Cc4cccc(F)c4)CC3)c(C)o2)c1	9%	8%	-19%	-42%	-3.2%	-0.1%	-35%	1%[20 µM]	-0.2%
Nc1nnc(SCc2ccc(F)cc2)n1-c1ccccc1	8%	7%	2%	-40%	1.1%	0.2%	3%	-21%	0.5%
COC(=O)c1cccc(-n2c(=O)n(Cc3ccccc3)c(=O)c3[nH]cnc32)c1C	4%	10%	-1%	-4%	-0.6%	-0.1%	24%	24%	0.2%
CCCc1nn(CCc2ccccn2)c(N)c1CC	8%	16%	15%	3%	-3.3%	0.0%	13%	0%	-2.9%
CCOCCCn1c(SCC(=O)Nc2ccc(NC(C)=O)cc2)nc2ccccc2c1=O	-6%	11%	-2%	-15%	-2.5%	1.3%	0%	-1%	1.0%
COc1ccc(-n2ccnc2SCC(=O)NCc2ccc3c(c2)OCO3)cc1	15%	2%	-7%	0%	17%	-0.1%	-13%	-42%	-0.5%
COC(=O)c1cccc(NC(=S)NC(C)C)c1	4%	8%	-3%	-12%	10%	0.0%	-5%	-27%	0.3%
COc1ccc(NC(=O)c2ccc(-n3cccn3)nc2)cc1	6%	21%	18%	12%	-3.4%	0.2%	12%	-2%	1.0%
Cc1csc(SCC(=O)Nc2cccc(S(=O)(=O)N3CCCC3)c2)n1	2%	12%	-5%	2%	-1.9%	-0.2%	6%	-13%	-1.5%
Cc1sc2nc(CSc3ccc([N+](=O)[O-])cc3)[nH]c(=O)c2c1C	x	43%	2%	-41%	1.5%	-0.3%	-18%	-23%	5.1%
CC(=O)c1cccc(CN2CCN(Cc3ccc(C)cc3)C(CCO)C2)c1 (configuration not stated)	11%	2%	0%	-15%	0.6%	-0.2%	1%	-26%	-0.3%
O=C(COc1ccc(Cl)cc1Cl)N1CCN(C(=O)c2ccco2)CC1	6%	5%	-2%	-32%	-2.2%	0.3%	0%	0%	0.5%
CCOC(=O)C(=NC(C)C)NNc1cc(Cl)ccc1Cl	10%	7%	-1%	-45%	-6.2%	0.7%	-27%	9%	-0.7%
CCCCC(CC)CNC(=O)C1CC=CCC1C(=O)O (configuration not stated)	1%	3%	19%	-30%	5.1%	1.2%	2%	-5%	2.2%
COc1ccc(-c2csc(/N=C/N(C)C)n2)cc1OC	3%	15%	13%	-44%	-0.7%	-0.2%	-18%	18%	-0.1%
CCc1ccc(-c2cc(C)no2)cc1S(=O)(=O)NCc1ccccc1OC	6%	7%	-3%	-9%	1.9%	-0.1%	24%	-23%	-0.5%
COc1ccc(N(C(C)C(=O)NN=C2CCCC2)S(C)(=O)=O)cc1 (configuration not stated)	15%	3%	10%	-8%	-5.1%	-0.6%	-6%	20%	-2.8%
O=C(NC(=O)N1CCN(c2ccccc2)CC1)c1ccc(Cl)cc1	13%	18%	3%	-25%	2.7%	0.3%	15%	46%	1.9%
CCOC(=O)c1c(N2C(=O)C3CC(C)=C(C)CC3C2=O)sc(C)c1C (configuration not stated)	4%	4%	-2%	-20%	-2.2%	0.0%	11%	11%	0.6%
CCC(=O)c1ccccc1OCCN1C(=O)NC(C)(C)C1=O	4%	13%	8%	-11%	6.8%	-0.1%	7%	7%	-2.1%
